# MrgX1 antag – antagonists of human MrgX1 receptor, primary screen, HEK293 cells, Fluo-4 calcium flux; Mas-related G-protein coupled receptor member X1 (Homo sapiens), Q96LB2; B-score at 10 µM; BAM8-22 antagonism; active compounds read low; 310,000 compounds, 1.3% hits;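 active means calcium-response B-score plate-corrected more than 3 library SD below zero, starting fluorescence within 5 deviations, no agonist response on first addition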;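 further: peak minus trough fluorescence over baseline after final BAM8-22 challenge near maximal dose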
# Target sequence (Q96LB2 whole entry, looked up): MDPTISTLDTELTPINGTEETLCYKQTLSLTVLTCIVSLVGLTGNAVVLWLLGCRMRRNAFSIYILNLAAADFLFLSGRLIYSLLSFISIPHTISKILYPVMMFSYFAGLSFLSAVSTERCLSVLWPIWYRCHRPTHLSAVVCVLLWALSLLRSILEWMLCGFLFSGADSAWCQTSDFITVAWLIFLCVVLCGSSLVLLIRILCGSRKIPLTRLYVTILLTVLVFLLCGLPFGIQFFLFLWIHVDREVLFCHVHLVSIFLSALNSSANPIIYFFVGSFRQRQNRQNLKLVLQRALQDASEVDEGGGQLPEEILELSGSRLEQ
# HDAC3 inh – HDAC3 deacetylase inhibitors, primary screen, biochemical, fluorescence, cell-free homogeneous; Histone deacetylase 3 (Homo sapiens), O15379; recombinant HDAC3, fluorogenic peptide/trypsin coupled; inhibition, % at 8.3 µM; 320,000 compounds, 0.15% hits; AID 2718, 2010; in the data active means inhibition above about 26%, passing the limit was not always enough
# Target sequence (O15379 whole entry, looked up): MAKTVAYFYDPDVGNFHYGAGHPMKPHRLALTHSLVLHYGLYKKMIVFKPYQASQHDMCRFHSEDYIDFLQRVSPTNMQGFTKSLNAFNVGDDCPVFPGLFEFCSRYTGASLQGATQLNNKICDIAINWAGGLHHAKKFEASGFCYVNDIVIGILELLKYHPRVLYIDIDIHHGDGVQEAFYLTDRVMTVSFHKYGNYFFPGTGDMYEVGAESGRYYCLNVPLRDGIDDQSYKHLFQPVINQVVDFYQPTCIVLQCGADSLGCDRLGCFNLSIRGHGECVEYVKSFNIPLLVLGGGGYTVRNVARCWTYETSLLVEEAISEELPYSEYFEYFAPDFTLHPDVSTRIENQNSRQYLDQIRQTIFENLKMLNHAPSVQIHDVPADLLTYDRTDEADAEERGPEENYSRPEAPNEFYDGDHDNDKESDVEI
# RGS4 inh – RGS4 inhibitors, primary screen, cell-based, HEK293 M3R inducible RGS4, calcium flux. Regulator of G-protein signaling 4 (Homo sapiens), P49798. Fluo-4 calcium flux; active compounds read high; triggered by carbachol at its EC20. B-score at 10 µM. 310,000 compounds, 0.45% hits. AID 463165, 2010;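 active means B-score, a plate-corrected calcium signal, over three deviations above library mean, with baseline fluorescence within five deviations of library mean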;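 further: RGS4 expression induced by doxycycline in cells with stable M3 receptor; B-score is computed from the integrated fluorescence ratio over baseline after carbachol; higher B-score means a larger calcium signal and so more RGS4 inhibition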
# Target sequence (P49798 whole entry, looked up): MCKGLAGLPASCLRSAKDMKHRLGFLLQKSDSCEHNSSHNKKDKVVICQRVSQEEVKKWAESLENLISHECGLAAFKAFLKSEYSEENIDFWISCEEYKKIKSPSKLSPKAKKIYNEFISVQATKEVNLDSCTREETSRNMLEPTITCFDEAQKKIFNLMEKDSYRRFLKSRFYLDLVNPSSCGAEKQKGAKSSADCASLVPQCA
# ANO1 activ – TMEM16A chloride channel activators or potentiators, primary screen, cell-based, HTS. B-score at 10 µM. HEK293 TMEM16A/YFP-H148Q/I152L, iodide quench fluorescence; active compounds read low. Anoctamin-1 (Mus musculus), Q8BHY3. 340,000 compounds, 0.3% hits. AID 623877, 2012;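 active means fluorescence-ratio B-score plate-corrected deviation score at least 3 library SD below zero, with starting fluorescence score within 5 deviations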;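 further: channel opened by trigger with iodide after compound preincubation; score built on the fluorescence ratio of max minus min over baseline; more negative score means more quench and so TMEM16A activation or potentiation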
# MrgX1 ag – agonists of human MrgX1 receptor, primary screen, HEK293 cells, Fluo-4 calcium flux. B-score at 10 µM. AID 588627, 2011. 310,000 compounds, 0.44% hits. Fluo-4 calcium fluorescence, agonist mode; active compounds read high;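 active means calcium response B-score plate-corrected fluorescence ratio at least 3 library SD, with starting fluorescence B-score inside 5 SD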
#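 Material: MrgX1-expressing HEK293 cells; input: 15,000 cells per well; doses: test compound given as first of three sequential additions; schedule: overnight plating before 1 h dye loading; technique: Fluo-4 NW calcium-flux fluorescence, kinetic read; evaluation: baseline-normalised fluorescence change ratio, B-scored; control set: plate-wise positive and negative controls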
# ANO1 block – TMEM16A chloride channel inhibitors, primary screen, cell-based, HTS | normalized B-score (activity score, 25-100; higher = stronger inhibition) at 10 µM | Anoctamin-1 (Mus musculus), Q8BHY3 | AID 588511, 2011 | 310,000 compounds, 1.2% hits | HEK293 TMEM16A/YFP iodide influx fluorescence, ionomycin;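 active means ratio plate-corrected score three or more library SD toward inhibition, starting fluorescence score within five deviations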;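 further: score derived from kinetic fluorescence span divided by baseline fluorescence per well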
# TRPC6 act – mouse TRPC6 channel activators, primary screen, cell-based, HEK293, membrane potential dye; Short transient receptor potential channel 6 (Mus musculus), Q61143; HEK293-TRPC6 membrane potential dye fluorescence; active compounds read high; B-score at 10 µM; 310,000 compounds, 0.13% hits;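 active means B-score of the integrated fluorescence ratio above library mean plus 3 SD, and starting fluorescence ratio within library mean plus 5 SD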;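 further: higher score means more depolarization so channel activation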
# RGS4 pot – RGS4 potentiators or activators, primary screen, cell-based, HEK293 M3R inducible RGS4, calcium flux; carbachol calcium flux Fluo4; active compounds read low; B-score at 10 µM; 310,000 compounds, 0.92% hits; AID 463111, 2010;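 active means B-score of the integrated calcium signal more than 4 SD below the library mean, with starting fluorescence not abnormally high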;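 further: negative B-score means reduced calcium response which marks RGS4 activation or potentiation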
#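 System – HEK293 FlpIn-TREx cells, stable M3R, doxycycline-inducible RGS4 · Reagent – ECmax carbachol challenge · Times – compound preincubation 20 min at room temperature before agonist · Technique – Fluo4 fluorescence kinetic imaging of calcium · Measure – B score of integrated Fluo4 ratio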
# SKKanGAS inh – S. pyogenes SKKanGAS growth inhibitors in kanamycin, primary screen, streptokinase expression inhibitor project, SKKanGAS strain, BacTiter-Glo luminescence. 6 h. inhibition, % at 7.5 µM. 300,000 compounds, 1.3% hits. AID 1662, 2009;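 active means mean replicate score, as percent of positive control median, at least 50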;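 further: strain carries kanamycin resistance gene driven by streptokinase promoter and grows in 40 µg/ml kanamycin; loss of luminescence reflects streptokinase promoter inhibition or plain growth inhibition; 0% = median of DMSO wells and 100% = positive control at its reference dose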
# TRPC6 inhibitor – mouse TRPC6 channel inhibitors, primary screen, cell-based, HEK293, membrane potential dye | Short transient receptor potential channel 6 (Mus musculus), Q61143 | ACh-evoked depolarization; active compounds read low | B-score at 10 µM | 310,000 compounds, 1.1% hits;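 active means B-score under library mean minus 3 SD, initial fluorescence not abnormally high, positive integrated signal ratio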;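 further: B-score derived from integrated fluorescence ratio over the kinetic read; more negative B-score means stronger inhibition of depolarization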
# MrgX1 allo act – positive allosteric modulators of MrgX1, primary screen, HEK293 cells, Fluo-4 calcium flux; Mas-related G-protein coupled receptor member X1 (Homo sapiens), Q96LB2; FDSS; active compounds read high; B-score at 10 µM; 310,000 compounds, 0.63% hits;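 active means plate-corrected calcium response at least 3 library SD above typical, normal starting fluorescence, not activating the receptor alone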;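 further: compound read alongside a low EC10 to EC30 dose of BAM8-22 agonist; peak minus trough fluorescence over baseline measured at the second addition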
# Active calls of the source: *; i = inactive; · = not tested or not shown.
# The line under a structure holds: MrgX1 antag	HDAC3 inh	RGS4 inh	ANO1 activ	MrgX1 ag	ANO1 block	TRPC6 act	RGS4 pot	SKKanGAS inh	TRPC6 inhibitor	MrgX1 allo act
NC(=O)c1ccsc1NC(=O)COC(=O)CCOc1ccccc1
 : i	0	i	i	i	i	i	i	7	i	i
COc1ccccc1OCC(=O)Nc1nonc1NC(=O)COc1ccccc1OC
 : i	0	i	i	i	i	i	i	8	i	i
CC(=O)Nc1ccc(S(=O)(=O)N2CCCCC2C(=O)O)cc1 (stereo not drawn)
 : i	-1	i	i	i	i	i	i	-2	i	i
CS(=O)(=O)NCC(c1cccnc1)N1CCN(c2ccccc2F)CC1 (stereo not drawn)
 : i	-4	i	i	i	i	i	i	-5	i	i
O=C(NCCS(=O)(=O)N1CCC2(CC1)OCCO2)c1ccccc1
 : i	1	i	i	i	i	i	i	1	i	i
CC(Oc1ccc(C(=O)c2ccccc2)cc1)C(=O)Nc1ccc(S(N)(=O)=O)cc1 (stereo not drawn)
 : i	4	i	i	i	100*	i	i	27	i	i
O=C(NS(=O)(=O)Nc1ccccn1)c1c[nH]c2ccccc12
 : i	-6	i	i	i	i	i	i	0	i	i
CCc1ccc(C2CC(c3ccc(F)cc3)Nc3nc(N)nn32)cc1 (stereo not drawn)
 : i	-4	i	i	i	i	i	i	2	i	i
O=C(CCCCCNS(=O)(=O)c1ccc(Br)cc1)NCCN1CCOCC1
 : i	2	·	i	i	i	·	·	·	·	i
CCOC(=O)N1CCN(S(=O)(=O)c2ccc(C(=O)N(CCN(CC)CC)c3nc4ccc(C)cc4s3)cc2)CC1
 : i	·	i	i	i	i	i	i	2	i	i
COc1ccc(CNC(=O)C2CCN(S(=O)(=O)c3ccc(-c4nn[nH]n4)cc3)CC2)cc1
 : i	8	i	i	i	i	i	i	-8	i	i
CC(=O)NC(Cc1c[nH]c2ccccc12)C(=O)N/N=C/c1ccccc1 (stereo not drawn)
 : i	3	i	i	i	i	i	i	-2	i	i
O=C(c1ccc(N2CCCC2=O)cc1)N1CCOCC1
 : i	-1	i	i	i	i	i	i	-2	i	i
COc1ccccc1N(CC(=O)N/N=C/c1c(O)ccc2ccccc12)S(C)(=O)=O
 : i	-1	i	i	i	i	i	i	9	i	i
COc1ccc(S(=O)(=O)N2CCCC(C(=O)Nc3cccnc3)C2)cc1Cl (stereo not drawn)
 : i	12	i	i	i	i	i	i	-1	i	i
COCC(C)NC(=O)CSc1nc(-c2ccccc2)c(-c2ccccc2)o1 (stereo not drawn)
 : i	-2	i	i	i	i	i	i	-3	i	i
CCCCCCCCCCCCN1[C@@H](CC(=O)OC)c2cc(C(F)(F)F)ccc2S1(=O)=O
 : -5.8*	-2	i	i	i	i	i	i	-6	i	i
O=C(CSc1n[nH]c(-c2ccncc2)n1)NCCc1ccccc1
 : i	0	i	i	i	i	i	i	3	i	i
Cc1cc(C)c(S(=O)(=O)N2CCOC2CNC(=O)C(=O)NCCc2ccc(S(N)(=O)=O)cc2)c(C)c1 (stereo not drawn)
 : i	-4	i	i	i	i	i	i	2	i	i
CCC(CC)c1nnc(NC(=O)c2ccc([N+](=O)[O-])cc2)s1
 : i	0	i	i	i	i	i	i	7	i	i

# Following part.
# The line under a structure holds: MrgX1 antag	HDAC3 inh	RGS4 inh	ANO1 activ	MrgX1 ag	ANO1 block	TRPC6 act	RGS4 pot	SKKanGAS inh	TRPC6 inhibitor	MrgX1 allo act
COc1cc(OC)c(C#N)c(S(=O)(=O)Cc2ccccc2)c1
 : i	-3	i	i	i	i	i	i	-1	i	i
Cc1ccc(NC(=O)CSCC(=O)Nc2ccccc2C(=O)N2CCCCC2)cc1
 : i	-2	i	i	i	i	i	i	7	i	i
CC(=O)c1ccc(N(CC(=O)NCCc2ccccc2)C(=O)c2csnn2)cc1
 : i	1	i	i	i	i	i	i	13	i	i
O=S(=O)(c1ccc(C(F)(F)F)cc1)N1CCCN(c2ccc(C(F)(F)F)cn2)CC1
 : i	16	i	i	i	i	i	i	1	i	i
Cc1cccc(N(CC(=O)N/N=C/c2ccc(C(=O)O)cc2)S(=O)(=O)c2ccccc2)c1C
 : i	0	i	i	i	i	i	i	11	i	i
COc1ccc(S(=O)(=O)N2CCCCCC2)cc1C(=O)OCC(=O)NC(C)(C)C
 : i	3	i	-4.7*	i	i	i	i	-8	i	i
COc1ccc(S(=O)(=O)N2CCCC2C(=O)NCc2cccs2)cc1 (stereo not drawn)
 : i	1	i	i	i	i	i	i	3	i	i
COC(=O)C1=C(N)Oc2cc(C)n(CC3CCCO3)c(=O)c2C1c1ccccc1 (stereo not drawn)
 : i	0	i	i	i	i	i	i	0	i	i
CC(C)(C)NC(=O)C1CC(=O)N(CCc2ccc(F)cc2)C1 (stereo not drawn)
 : i	0	i	i	i	i	i	i	-1	i	i
C/C(Cn1nnc2ccccc21)=N/OC(=O)c1c(F)cccc1F
 : i	-6	i	i	i	i	i	i	8	i	i
CCn1cc(SCC(=O)NCC2CCCO2)c2ccccc21 (stereo not drawn)
 : i	·	i	i	i	i	i	i	-1	i	i
O=C(Nc1ccc(C(F)(F)F)cc1Cl)c1ccc(Cn2cc(Br)cn2)o1
 : i	-4	i	i	i	i	i	i	-2	i	i
O=C(Nc1ccccc1N1CCCCC1)c1ccco1
 : i	6	i	i	i	i	i	i	5	i	i
COc1cccc(NC(=O)N2CCCc3ccccc32)c1
 : i	2	i	i	i	i	i	i	3	i	i
Fc1ccc(-c2cc(C(F)(F)F)n3ncnc3n2)cc1
 : i	-12	i	i	i	i	i	i	-13	i	i
Cc1ccc(C(=O)Cn2nc(C(=O)O)c3ccccc3c2=O)cc1C
 : i	1	i	i	i	i	i	i	0	i	i
COc1cccc(C(=O)NCCSc2ccc(F)cc2)c1
 : i	1	i	i	i	i	i	i	0	i	i
O=C(NC(Cc1ccccc1)C(=O)O)c1ccc(S(=O)(=O)N2CCCCC2)cc1 (stereo not drawn)
 : i	0	i	i	i	i	i	i	-1	i	i
O=[N+]([O-])c1cc(/C=N/n2cnnc2)ccc1N1CCCC1
 : i	6	i	i	i	i	i	i	-7	-5.2*	i
Cc1ccc(S(=O)(=O)N(CC(=O)NCCSc2ccccn2)c2ccccc2F)cc1
 : i	2	i	i	i	i	i	i	3	i	i

# (continued)
# The line under a structure holds: MrgX1 antag	HDAC3 inh	RGS4 inh	ANO1 activ	MrgX1 ag	ANO1 block	TRPC6 act	RGS4 pot	SKKanGAS inh	TRPC6 inhibitor	MrgX1 allo act
COc1ccc(C(CCN)c2ccc3c(c2)OCO3)cc1 (stereo not drawn)
 : i	13	i	i	i	i	i	i	28	i	i
COc1cc2cc(C(=O)Nc3ccc4c(c3)OCCO4)[nH]c2cc1OC
 : i	-2	i	i	i	i	i	i	-1	i	i
Cc1[nH][nH]c(=O)c1N=Nc1ccc(Br)c(Cl)c1
 : i	-5	i	i	i	i	i	i	-6	i	i
S=C(NCCCc1ccccc1)Nc1ccccc1
 : i	1	i	i	i	i	i	i	·	i	i
COCCN(CC(=O)Nc1ccccc1C)S(=O)(=O)c1ccc(S(=O)(=O)N2CCCC2)cc1
 : i	5	i	i	i	i	i	i	-5	i	i
COc1ccc(NC(=O)Cn2nnc(-c3ccccc3F)n2)cc1
 : i	-12	i	i	i	i	i	i	·	i	i
CCCCC(=O)Nc1cc(C(=O)NCCc2ccccc2)ccc1Cl
 : i	6	i	i	i	i	i	i	-1	i	i
CC1(C)CC(=O)C2=C(C1)OC(=O)C2(NC(=O)c1cccs1)C(F)(F)F (stereo not drawn)
 : i	5	i	i	i	i	i	i	-3	i	i
O=S(=O)(c1ccc(F)cc1)N1CCN(C(=S)NC2CCCC2)CC1
 : i	1	i	i	i	i	i	i	7	i	i
Cc1cc(C(=O)C(=O)N(C)C)c(C)n1-c1ccc(Cl)c(Cl)c1
 : i	1	i	i	i	i	i	i	7	i	i
O=C(NCc1cccs1)c1nc2c(nnn2Cc2ccccc2Cl)c(=O)[nH]1
 : i	-1	i	i	i	i	i	i	19	i	i
C=CCn1c(SCC(=O)Nc2cccc3ccccc23)nc(O)c(CC)c1=O
 : i	6	i	i	i	i	i	i	-1	i	i
O=C(CSc1nnc(-c2cccc(F)c2)o1)NC1CCCC1
 : ·	·	i	i	·	·	i	i	7	i	·
CCCNC(=O)COC(=O)CCC(=O)c1cccs1
 : i	·	i	i	i	i	i	i	-3	i	i
COc1ccc(S(=O)(=O)N(C)CC(=O)Nc2ccccc2C(F)(F)F)cc1Cl
 : i	6	i	i	i	i	i	i	2	i	i
CCCCn1c(N)c(N(CC)C(=O)c2c(CC)noc2C)c(=O)[nH]c1=O
 : i	6	i	i	i	i	i	i	-14	i	i
Cc1cc(C)nc(NC(=O)Nc2ccccc2C(F)(F)F)n1
 : i	3	i	i	i	i	i	i	4	i	i
Cc1ccn(CC(=O)NC2CC(C)(C)Cc3c2cnn3-c2ccc(F)cc2)n1 (stereo not drawn)
 : i	-3	i	i	i	i	i	i	2	i	i
Cc1cccc(C)c1NC(=S)N(c1ccccc1)C(C)C
 : i	-1	i	i	i	i	i	i	2	i	i
Cc1c(Cl)cccc1NC(CC(=O)c1ccccc1)C(=O)OCC(=O)c1cccs1 (stereo not drawn)
 : i	-3	i	i	i	i	i	i	1	i	i
COC(=O)c1cccc(NC(=S)Nc2ccccc2Cl)c1
 : i	3	i	i	i	i	i	i	7	i	i
COc1ccc(-c2ccc(CNCc3ccccn3)o2)cc1Cl
 : i	-12	i	·	i	i	i	i	40	i	i

# High-throughput results: PubChem BioAssay, several laboratories
